TMEM16A inh: blocks the mouse calcium-activated chloride channel TMEM16A; AID 588511; normalized B-score (activity score, 25-100; higher = stronger inhibition) at 10 µM; HEK293 TMEM16A/YFP iodide influx fluorescence, ionomycin; 310,000 tested, 1.2% active; Q8BHY3;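 active = ratio plate-corrected score three or more library SD toward inhibition, starting fluorescence score within five deviations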;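 also: score derived from kinetic fluorescence span divided by baseline fluorescence per well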
TMEM16A act: mouse TMEM16A channel activation, primary screen | Q8BHY3 | AID 623877 | HEK293 TMEM16A/YFP-H148Q/I152L, iodide quench fluorescence; hits give low values | 340,000 tested, 0.3% active | B-score at 10 µM;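 active = fluorescence-ratio B-score plate-corrected deviation score at least 3 library SD below zero, with starting fluorescence score within 5 deviations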;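 also: channel opened by trigger with iodide after compound preincubation; score built on the fluorescence ratio of max minus min over baseline; more negative score means more quench and so TMEM16A activation or potentiation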
KCNQ1 inh: blocks the human KCNQ1 potassium channel; 310,000 tested, 1.3% active; P51787; CHO-K1 KCNQ1, FluxOR thallium flux fluorescence; hits give high values; B-score at 10 µM; AID 2642;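 active = compounds whose thallium flux B-score, printed positive for inhibition, exceeds three library SD while starting fluorescence stays within three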;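 also: channel opened by potassium depolarization with thallium stimulus after 20 min compound exposure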
SKKanGAS inh: blocks kanamycin growth of S. pyogenes SKKanGAS strain; 300,000 tested, 1.3% active; BacTiter-Glo, 6 h; inhibition, % at 7.5 µM;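 active = mean replicate score, as percent of positive control median, at least 50; inconclusive = mean below 50 but one replicate at or above 50; inactive = mean and every replicate below 50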;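 also: strain carries kanamycin resistance gene driven by streptokinase promoter and grows in 40 µg/ml kanamycin; loss of luminescence reflects streptokinase promoter inhibition or plain growth inhibition; 0% = median of DMSO wells and 100% = positive control at its reference dose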
RGS4 block: human RGS4 inhibition | 310,000 tested, 0.45% active | AID 463165 | HEK293 M3R/RGS4 inducible, Fluo-4 calcium flux; hits give high values; triggered by carbachol at its EC20 | B-score at 10 µM;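 active = B-score, a plate-corrected calcium signal, over three deviations above library mean, with baseline fluorescence within five deviations of library mean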;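 also: RGS4 expression induced by doxycycline in cells with stable M3 receptor; B-score is computed from the integrated fluorescence ratio over baseline after carbachol; higher B-score means a larger calcium signal and so more RGS4 inhibition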
KCNK3 block: human KCNK3 channel inhibition, primary screen. O14649. CHO-KCNK3 thallium flux, FluxOR fluorescence; hits give low values. B-score at 10 µM. 340,000 tested, 0.84% active;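 active = B-score under library mean minus 4 SD, starting fluorescence ratio at most library mean plus 5 SD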;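 also: more negative B-score means stronger inhibition of thallium flux through KCNK3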
RGS4 pot: RGS4 potentiation or activation | 310,000 tested, 0.92% active | HEK293 M3R/inducible RGS4, carbachol calcium flux Fluo4; hits give low values | B-score at 10 µM;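 active = B-score of the integrated calcium signal more than 4 SD below the library mean, with starting fluorescence not abnormally high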;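 also: negative B-score means reduced calcium response which marks RGS4 activation or potentiation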
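System: HEK293 FlpIn-TREx cells, stable M3R, doxycycline-inducible RGS4. Timing: overnight RGS4 induction, 30 min dye load 37 °C, 20 min compound RT. Also added: carbachol, ECmax concentration. Measured by: Fluo4 fluorescence kinetic imaging of calcium. Evaluation: integrated calcium ratio converted to B score.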
hERG rescue: hERG (human) protection from proarrhythmic block; activation (rescue from dofetilide block), less the hit threshold, % at 10 µM; CHO-hERG, FluxOR thallium flux, dofetilide IC70 present; 310,000 tested, 0.51% active; AID 1511;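 active = activation above the mean of controls blocked by dofetilide plus 5 SD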;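 also: thallium influx through hERG after potassium depolarization seen as dye fluorescence rise; in these data hits start at about 4.7%; inactives centre near -7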
Target sequence (Q12809 whole entry, looked up): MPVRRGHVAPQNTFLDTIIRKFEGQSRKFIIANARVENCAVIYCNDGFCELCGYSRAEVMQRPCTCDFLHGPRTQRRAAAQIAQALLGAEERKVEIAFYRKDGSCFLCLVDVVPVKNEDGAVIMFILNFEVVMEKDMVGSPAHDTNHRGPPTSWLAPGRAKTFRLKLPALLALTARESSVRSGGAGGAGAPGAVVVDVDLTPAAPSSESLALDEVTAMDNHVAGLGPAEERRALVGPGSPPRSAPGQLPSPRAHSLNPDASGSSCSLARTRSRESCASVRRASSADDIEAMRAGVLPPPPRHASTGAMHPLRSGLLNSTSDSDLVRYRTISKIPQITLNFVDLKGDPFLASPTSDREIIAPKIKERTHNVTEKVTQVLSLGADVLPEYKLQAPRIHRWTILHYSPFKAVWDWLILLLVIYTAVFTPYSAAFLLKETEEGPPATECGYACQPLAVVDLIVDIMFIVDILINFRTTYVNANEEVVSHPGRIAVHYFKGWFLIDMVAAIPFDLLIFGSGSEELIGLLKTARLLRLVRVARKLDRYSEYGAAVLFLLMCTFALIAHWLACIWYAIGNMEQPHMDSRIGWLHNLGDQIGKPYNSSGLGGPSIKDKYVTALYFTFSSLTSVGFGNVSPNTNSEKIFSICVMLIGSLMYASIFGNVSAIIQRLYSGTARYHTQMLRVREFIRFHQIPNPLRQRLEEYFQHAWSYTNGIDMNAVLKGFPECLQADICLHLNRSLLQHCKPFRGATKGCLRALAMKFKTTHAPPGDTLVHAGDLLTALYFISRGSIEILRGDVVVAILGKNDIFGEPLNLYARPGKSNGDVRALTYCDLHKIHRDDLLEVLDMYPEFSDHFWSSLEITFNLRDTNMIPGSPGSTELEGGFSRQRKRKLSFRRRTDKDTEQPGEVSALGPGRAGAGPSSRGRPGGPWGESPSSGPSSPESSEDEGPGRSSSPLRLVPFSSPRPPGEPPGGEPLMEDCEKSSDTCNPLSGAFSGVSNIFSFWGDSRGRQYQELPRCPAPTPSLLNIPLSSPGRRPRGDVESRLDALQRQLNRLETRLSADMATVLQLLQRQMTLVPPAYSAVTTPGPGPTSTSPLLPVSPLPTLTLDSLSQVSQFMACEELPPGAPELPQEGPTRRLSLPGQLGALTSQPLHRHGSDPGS
KCNQ1 pot: potentiators or activators of human KCNQ1 potassium channel; AID 2648; B-score at 10 µM; CHO-K1 KCNQ1, thallium flux FluxOR fluorescence; hits give high values; 310,000 tested, 0.35% active;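 active = fluorescence ratio B-score, a plate-corrected score, at least three library SD, with initial intensity B-score within 5 SD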
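System: Stable KCNQ1 CHO-K1 line | Incubation: 90 min dye loading and 20 min compound exposure, both at room temperature | Measure: Ratio B score | Medium: Assay buffer for compound exposure, DMSO matched across wells | Compound dosing: Single-concentration screen | Probe or stimulus: K+/Tl+ depolarizing stimulus | Measured by: Kinetic FluxOR fluorescence, 10 s baseline plus 110 s post-stimulus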
HDAC3 inh: blocks human histone deacetylase 3. AID 2718. recombinant HDAC3, fluorogenic peptide/trypsin coupled, fluorescence. inhibition, % at 8.3 µM. 320,000 tested, 0.15% active. O15379; in the data active = inhibition above about 26%, passing the limit was not always enough; inconclusive = no clear call, values can overlap the other calls
KCNK9 inh: human KCNK9 channel inhibition. HEK293 KCNK9, FluxOR thallium flux fluorescence; hits give low values. Q9NPC2. 310,000 tested, 1.2% active. B-score at 10 µM;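 active = ratio B-score over 3 SD below the library mean, with starting fluorescence within 5 SD of its mean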;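 also: negative B-score means less thallium flux so channel inhibition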
* hit, by the source's call; i = inactive; u = inconclusive; x = no result given.

SMILES	TMEM16A inh	TMEM16A act	KCNQ1 inh	SKKanGAS inh	RGS4 block	KCNK3 block	RGS4 pot	hERG rescue	KCNQ1 pot	HDAC3 inh	KCNK9 inh
CC(C)c1nc(SCC(=O)Nc2c[nH]c(=O)[nH]c2=O)c2cnn(-c3ccccc3)c2n1	i	i	i	6	i	i	i	-11	i	3	i
CC(=O)Nc1ccc(S(=O)(=O)N(C)CC(=O)OCC(=O)NCc2ccco2)cc1	i	i	i	4	i	i	i	-15	i	-2	i
CCS(=O)(=O)N1CCC(C(=O)NCC2CCCO2)CC1 (stereo not given)	i	i	i	-9	i	i	i	-4	i	2	i
O=C(CSc1nnc(SCc2cccc3ccccc23)s1)N/N=C/C=C/c1ccccc1[N+](=O)[O-]	i	i	i	4	i	i	i	-14	i	3	-7.5*
COc1ccc(/C=C/C(=O)OCC(=O)Nc2cc3oc4ccccc4c3cc2OC)cc1	i	x	i	-7	i	x	i	-6	i	0	i
Cc1ccc(NC(=O)COc2ncnc3sccc23)cc1S(=O)(=O)N(C)C	i	i	i	1	i	i	i	-8	i	2	i
CC(C)Nc1nc(NC(C)(C)C)nc(Oc2ccc(=O)n(-c3ccccc3)n2)n1	i	i	i	0	i	i	i	-8	i	-1	i
COc1ccc(-c2nn(C)c(=O)[nH]2)cc1	i	i	i	-5	i	i	i	-4	i	-1	i
CCNC(=S)N(CCc1ccc(OC)c(OC)c1)Cc1cc2cc(OC)ccc2[nH]c1=O	i	i	i	13	i	i	i	-9	i	u	i
Cc1ccc2c(c1)N(CCC(=O)NC1CC1)C(=O)C(C)O2 (stereo not given)	i	i	i	-1	i	i	i	-3	i	17	i
COc1ccc(CN2CCNC(=O)C2CC(=O)N(C)CC2CCOCC2)cc1OC (stereo not given)	i	i	i	-2	i	i	i	-6	i	-2	i
CCOc1cc(NC(=O)C2CC2)c(OCC)cc1NC(=O)c1ccccc1OCC	i	i	i	17	i	-8.7*	i	-16	i	-7	i
CC(C)(C)c1ccc2c(c1)N(CC(=O)O)C(=O)CO2	i	i	i	-1	i	i	i	-9	i	3	i
O=c1[nH]c(/C=C\c2ccc(O)c(O)c2)nc(O)c1[N+](=O)[O-]	i	i	i	-1	i	i	i	-4	i	7	i
CC(=O)c1cccc(CN2CCN(Cc3ccc(C)cc3)C(CCO)C2)c1 (stereo not given)	i	i	i	-4	i	i	i	-10	i	0	i
O=C(NCc1ccc(OC(F)(F)F)cc1)C1CC(c2ccccc2[N+](=O)[O-])=NO1 (stereo not given)	i	i	i	0	i	i	i	-10	i	5	i
CCN(CC(=O)Nc1ccc(OC)c(Cl)c1)CC(=O)NC(C)C	i	i	i	3	i	i	i	-3	i	0	i
CN1CC(c2ccccc2Cl)C2(COc3ccccc3C2=O)C12C(=O)Nc1ccccc12 (stereo not given)	i	i	i	11	i	i	i	-19	i	3	i
COc1ccc(CN(C)CCc2ccccn2)cc1OC	i	i	i	-18	i	i	i	-11	i	-3	i
CN(C)c1ccc(NC(=O)c2cccc(N3C(=O)CCC3=O)c2)cc1	i	i	i	-2	i	i	i	1	i	4	i
N=C1c2ccccc2CN1c1ccc(S(=O)(=O)N2CCCCC2)cc1	i	i	i	2	i	i	-8.8*	2	i	-1	i
Cc1ccc(NC(=O)C(CC(C)C)NC(N)=O)cc1 (stereo not given)	i	i	i	-2	i	i	i	0	i	0	i
COc1ccc(CCNC(=O)c2ccc(SC)cc2OC)cc1	i	i	i	-23	i	i	i	-7	i	-3	i
CN(C)c1nc(Oc2ccc(OCCOc3ccccc3)nn2)nc(N(C)C)n1	i	i	i	x	i	i	i	-18	i	3	i

Exported with two lines to a compound: 5 of the compounds above
The line under a structure holds: TMEM16A inh, TMEM16A act, KCNQ1 inh, SKKanGAS inh, RGS4 block, KCNK3 block, RGS4 pot, hERG rescue, KCNQ1 pot, HDAC3 inh, KCNK9 inh
COc1ccc(CN(C)CCc2ccccn2)cc1OC
→ i, i, i, -18, i, i, i, -11, i, -3, i
N=C1c2ccccc2CN1c1ccc(S(=O)(=O)N2CCCCC2)cc1
→ i, i, i, 2, i, i, -8.8*, 2, i, -1, i
COc1ccc(CCNC(=O)c2ccc(SC)cc2OC)cc1
→ i, i, i, -23, i, i, i, -7, i, -3, i
CN(C)c1ccc(NC(=O)c2cccc(N3C(=O)CCC3=O)c2)cc1
→ i, i, i, -2, i, i, i, 1, i, 4, i
CN1CC(c2ccccc2Cl)C2(COc3ccccc3C2=O)C12C(=O)Nc1ccccc12 (stereo not given)
→ i, i, i, 11, i, i, i, -19, i, 3, i

(further entries)
SMILES	TMEM16A inh	TMEM16A act	KCNQ1 inh	SKKanGAS inh	RGS4 block	KCNK3 block	RGS4 pot	hERG rescue	KCNQ1 pot	HDAC3 inh	KCNK9 inh
Cc1ccc(-n2nc(-c3ccco3)cc2C(=O)O)c(C)c1	x	i	i	2	i	i	i	-2	i	x	i
CCC1CCCCN1C(=O)c1ccc2nc(Cc3ccc(OC)cc3)oc2c1 (stereo not given)	i	i	i	-4	i	i	i	-6	i	0	i
COC(=O)c1ccc(C23CC4(C2)[C@H](CN(C)[C@@H]4c2ccccc2)C3c2ccc(Cl)nc2)cc1 (stereo not given in full)	i	i	i	7	i	i	-7.1*	-12	i	5	i
Cc1ccc(C(=O)N2N=C(c3ccc(Br)cc3)CC2c2ccccc2O)cc1 (stereo not given)	i	i	i	33	i	i	i	-6	i	-5	i
CCC(C(=O)Nc1ccc([N+](=O)[O-])cn1)c1ccccc1 (stereo not given)	i	i	i	-3	i	i	i	-4	i	2	i
CCC1CCCCN1C(=O)Nc1cc(Cl)ccc1OC (stereo not given)	i	i	i	-2	i	i	i	-12	i	3	i
CC(=O)Nc1ccc(S(=O)(=O)Nc2nc(-c3ccc(C(C)(C)C)cc3)cs2)cc1	i	i	i	1	6*	i	i	-13	i	-3	i
O=[N+]([O-])c1ccc(C(O)CN=Cc2ccc(O)cc2O)cc1 (stereo not given)	i	i	i	4	i	i	i	-3	i	-2	i
O=S(=O)(c1ccccc1)N1CCC(n2cnc3ccccc32)CC1	i	i	i	2	i	i	i	-3	i	-1	i
O=C1CN(C(=O)/C=C/c2ccc(Cl)cc2)c2ccccc2N1	i	i	i	1	i	i	i	-7	i	4	i
CCC(Sc1nc(N)c(NC(=O)c2ccc(OC)c(OC)c2)c(=O)[nH]1)C(=O)OC (stereo not given)	i	i	i	5	i	i	i	-6	i	4	i
CN1C(=O)c2cccc3c(N)ccc(c23)C1=O	i	i	i	-8	i	i	i	-49	i	1	i
CC(Oc1ccc(Br)cc1)C(=O)NCC(c1cccs1)N1CCOCC1 (stereo not given)	i	i	i	2	i	i	i	-12	i	-5	i
CSc1nsc(SCCN2C(=O)c3ccccc3C2=O)n1	i	i	i	-1	i	i	i	-3	i	0	i
CCc1nc2sccc2c(=O)n1N	i	i	i	2	i	i	i	-3	i	0	i
Cc1ccccc1OCC(=O)NCC(=O)N/N=C/c1cccc([N+](=O)[O-])c1	i	x	i	5	i	x	i	-4	i	5	i
CCCN1CCCC[C@H]1C(=O)Nc1c(C)cccc1C	i	i	i	0	i	i	i	1	i	10	i
O=C(CCCCC(=O)NC1CCCC1)NC1CCCC1	i	i	i	0	i	i	i	-12	i	1	i
O=C(Nc1ccc(Cl)cc1)N1CCN(c2ccccc2)CC1	i	i	i	1	i	i	i	-14	i	9	i
COc1cccc(NC(=O)c2sc(Cl)nc2C)c1	i	i	i	2	i	i	i	-9	i	-4	i
CC1O[C@@H](O[C@H](C)CC/C=C/C(=O)O)C(O)C[C@H]1O (stereo not given in full)	i	i	i	4	i	i	i	-2	i	-6	i
COc1ccc(N2CCN(CCCNC(=O)C3CCN(S(=O)(=O)N4CCOCC4)CC3)CC2)cc1	i	i	i	0	i	i	i	-4	i	5	i
O=C(OCc1ccccc1)Oc1cncc(C(=O)O)c1	i	i	i	-2	i	i	i	-7	i	0	i
Nc1nonc1/C(=N/O)N1CCN(CCO)CC1	i	i	i	-2	i	i	i	-7	i	1	i
Cc1ccc(N(C(=O)c2ccc(S(=O)(=O)N3CCCC3)cc2)C2C=CS(=O)(=O)C2)cc1 (stereo not given)	i	i	i	-2	i	i	i	-11	i	3	i
NS(=O)(=O)c1ccc(NC(=S)NCc2ccc(F)cc2)cc1	i	i	i	-10	i	i	i	-15	i	5	i
CCN1CCN(S(=O)(=O)c2ccc(Cl)c(C(=O)Nc3ccccc3N3CCOCC3)c2)CC1	i	i	i	-4	i	i	i	-13	i	3	i
Cc1ccccc1N1CC(=O)Nc2c(oc3nc(-c4ccccc4)cc(C)c23)C1=O	i	i	i	7	i	i	i	-10	i	8	i
Cc1ccc(C(C(=O)NC2CCCC2)N(C(=O)c2csnn2)C2CC2)cc1 (stereo not given)	i	i	i	-3	i	i	i	-2	i	3	i
Cc1ccc(OCC(=O)N(C)CC(=O)Nc2ccc(F)cc2)c([N+](=O)[O-])n1	i	i	i	3	i	i	i	-2	i	-3	i
COc1ccc(C(=O)Nc2nc3ccccc3[nH]2)cc1S(=O)(=O)N1CCCC1	i	i	i	-3	i	i	i	-20	i	4	i
Cc1onc(C(N)=O)c1C(=O)Nc1ncc(C(F)(F)F)cc1Cl	i	i	i	10	i	i	i	-10	i	5	i
FC(F)(F)c1ccc(CSc2ccccn2)cc1	i	i	i	-2	i	i	i	-10	i	-3	i
CCCCC(c1nnnn1Cc1ccco1)N1CCN(c2nc3ccccc3s2)CC1 (stereo not given)	i	i	i	48	i	i	i	-10	i	14	-16*
CN(CC(=O)NC1CCCCCCC1)S(=O)(=O)c1cnc[nH]1	i	i	i	-2	i	i	i	0	i	-3	i
COc1cccc(NC(=O)C2CCCC2)c1	i	i	i	3	i	i	i	-10	i	1	i
CN1C(=O)N(S(=O)(=O)c2ccc(F)c(F)c2F)C(=O)C1(C)C	i	i	i	6	i	i	i	-15	i	7	i
O=C(c1ccc(F)cc1)n1c(=S)nc2ccccn21	i	i	i	14	i	i	i	0	i	2	i
O=C(NCc1cccc(Cl)c1)c1ccc(N2CC3CC(C2)c2cccc(=O)n2C3)c(NC(=O)c2cccnc2)c1 (stereo not given)	i	i	i	-3	i	i	i	-5	i	0	i
